# High-throughput results deposited in PubChem BioAssay by several laboratories.
# Spn PMK inh = S. pneumoniae PMK inhibitors, primary screen, biochemical, mevalonate pathway, pilot trial included; actives 0.49% (n = 65,000); purified PMK, PK/LDH-coupled NADH absorbance 340 nm; AID 539, 2006; inhibition, % at 10 µM; phosphomevalonate kinase (Streptococcus pneumoniae D39);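 active means top-ranked compounds by inhibition in the single 10 µM screen, taking a fixed number of the strongest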;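 further: 0% = full reaction with DMSO carrier and 100% = background rate without enzyme reaction; no value below 0 was filed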
# Bfl-1 inhibitors = Bfl-1 inhibitors, primary screen, biochemical, fluorescence polarization, FITC-Bid, mouse (AID 432); displacement, % at 20 µM; hits with a dose series show IC50 in µM; actives 0.02% (n = 64,000); FITC-Bid BH3 peptide fluorescence polarization displacement; higher % means a stronger effect; in the data active means a potency from the dose series; inactive means the rest, 99 in 100 with displacement below about 15%; further: strong numbers were not always called active
# HT1080 cytotoxicity = cytotoxicity in HT1080 fibrosarcoma cells, cell-based, fluorescence readout (AID 620); actives 0.42% (n = 87,000); HT1080 viability, fluorescence; higher % means a stronger effect; one-dose cytotoxicity, % at 10 µM; EC50 in µM for titrated hits;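 further: cells exposed to compound overnight then 4 h with Alamar Blue; 0% = vehicle DMSO and 100% = killing control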
# Spn DPM-DC inh = S. pneumoniae DPM-DC inhibitors, primary screen, biochemical, PK/LDH-coupled NADH fluorescence; actives 0.49% (n = 65,000); calls only at 10 µM; purified DPM-DC; diphosphomevalonate decarboxylase (Streptococcus pneumoniae D39); AID 556, 2006;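 active means the 320 compounds with the highest percent inhibition in the single-dose primary screen, excluding strongly autofluorescent ones, cut at about 32% in these data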;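 further: kinetic rate of NADH fluorescence loss reporting ADP formed by the decarboxylase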
# LYP inhibition = LYP phosphatase inhibitors, primary screen, biochemical, DiFMUP fluorescence, recombinant catalytic domain, 10 µM (AID 606). Tyrosine-protein phosphatase non-receptor type 22 (Homo sapiens). recombinant LYP catalytic domain, DiFMUP fluorescence; higher % means a stronger effect. one-dose inhibition, % at 10 µM; IC50 in µM for titrated hits. 52,000 tested, under 10 active;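 active means IC50 under 40 µM in the dose-response test; inactive means IC50 of 40 µM or more, or never dose-tested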
# KRASV12 cytotoxicity = cytotoxicity in KRAS-transformed pancreatic duct cells, primary screen, cell-based, fluorescence, HTS (AID 431); HPDE-C7K KRASV12 cells, Alamar Blue viability, 48 h; higher % means a stronger effect; one-dose cytotoxicity, % at 10 µM; EC50 in µM for titrated hits; actives 1.7% (n = 63,000);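 active means compounds whose percent cytotoxicity in the single-dose primary screen, scaled between solvent and toxic-drug controls, exceeds 50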;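 further: 0% = DMSO solvent wells and 100% = doxorubicin-treated wells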
# TNAP inhibition = human TNAP enzyme inhibitors, biochemical, luminescent (AID 518); Alkaline phosphatase, tissue-nonspecific isozyme (Homo sapiens); purified TNAP enzyme, luminescent substrate readout; higher % means a stronger effect; inhibition, % at 20 µM; hits with a dose series show IC50 in µM; actives 0.09% (n = 64,000); in the data active means a potency from the dose series; inactive means the rest, 99 in 100 with inhibition below about 22%;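 further: plate controls were vehicle for no effect and reference inhibitor for full effect; many of its hits are not listed in these tables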
# Spn MK inh = S. pneumoniae MK inhibitors, primary screen, biochemical, PK/LDH-coupled NADH absorbance; mevalonate kinase [Streptococcus pneumoniae D39]; purified MK, PK/LDH-coupled NADH absorbance 340 nm; inhibition, % at 10 µM; actives 0.48% (n = 65,000);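 active means ranked among the strongest by inhibition in the single 10 µM screen, a fixed top-ranked set picked for dose follow-up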; further: no value below 0 was filed
# HPDE-C7 cytotoxicity = cytotoxicity in HPDE-C7 cells, cell-based, fluorescence, HTS (AID 430) | HPDE-C7 pancreatic duct cells viability, fluorescence; higher % means a stronger effect | cytotoxicity, % at 10 µM, or EC50 in µM where a hit was titrated | actives 1.8% (n = 63,000);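 further: cells exposed to compound for 48 hours before viability readout; 0% = vehicle and 100% = reference cytotoxic drug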
# Spn PMK inh pilot replicates = second read-out of Spn PMK inh, no call of its own (marks repeat the call); inhibition, %; measured here: pilot screen replicates
# Spn MK inh pilot replicates = recorded beside Spn MK inh, whose call it bears; inhibition, %; measured here: pilot screen replicates
# Spn DPM-DC inh pilot screen % = further read-out of Spn DPM-DC inh, marked with its call; inhibition, %; measured here: pilot screen trials
# * = called active by the depositor; i = inactive; · = not tested or not shown. Unless noted, no stated cut-off is given here; in the data, active means cytotoxicity above about 50%; inactive means the rest.
# Sample of the layout (three entries):
SMILES,Spn PMK inh,Bfl-1 inhibitors,HT1080 cytotoxicity,Spn DPM-DC inh,LYP inhibition,KRASV12 cytotoxicity,TNAP inhibition,Spn MK inh,HPDE-C7 cytotoxicity,others
COc1ccccc1N1C(=O)C2CC=CC(C)C2C1=O (stereo not drawn),7.0,-2.9%,1.4%,i,18.0%,-1.2%,3.1%,12.0,7.5%,
Cc1nc(-c2cccc(-c3noc(C)n3)c2)no1,9.0,1.7%,1.2%,i,9.8%,10.2%,17.9%,10.0,11.5%,Spn PMK inh pilot replicates=2.5;Spn MK inh pilot replicates=0.0;Spn DPM-DC inh pilot screen %=0.0
Cc1cc(NC(=O)c2cc(-c3ccco3)on2)n(-c2ccccc2)n1,5.0,-1.2%,2.2%,i,-18.6%,16.7%,14.7%,8.0,9.6%,Spn PMK inh pilot replicates=0.5;Spn MK inh pilot replicates=0.0;Spn DPM-DC inh pilot screen %=0.0

# All compounds of this part, from the start:
SMILES,Spn PMK inh,Bfl-1 inhibitors,HT1080 cytotoxicity,Spn DPM-DC inh,LYP inhibition,KRASV12 cytotoxicity,TNAP inhibition,Spn MK inh,HPDE-C7 cytotoxicity,others
COc1ccccc1N1C(=O)C2CC=CC(C)C2C1=O (stereo not drawn),7.0,-2.9%,1.4%,i,18.0%,-1.2%,3.1%,12.0,7.5%,
Cc1nc(-c2cccc(-c3noc(C)n3)c2)no1,9.0,1.7%,1.2%,i,9.8%,10.2%,17.9%,10.0,11.5%,Spn PMK inh pilot replicates=2.5;Spn MK inh pilot replicates=0.0;Spn DPM-DC inh pilot screen %=0.0
Cc1cc(NC(=O)c2cc(-c3ccco3)on2)n(-c2ccccc2)n1,5.0,-1.2%,2.2%,i,-18.6%,16.7%,14.7%,8.0,9.6%,Spn PMK inh pilot replicates=0.5;Spn MK inh pilot replicates=0.0;Spn DPM-DC inh pilot screen %=0.0
COc1cc(C(=O)Nc2ccc(NC(=O)C3CC3)nc2)cc(OC)c1OC,4.0,2.3%,5.6%,i,·,-12.3%,4.6%,0.0,-8.0%,
CC1(C)CC(=O)C2=C(C1)Nc1ncnn1C2c1ccccn1 (stereo not drawn),8.0,-8.5%,14.8%,i,5.8%,-4.5%,7.0%,8.0,-3.1%,
O=C(NCC1CCS(=O)(=O)C1)NCC1CCS(=O)(=O)C1 (stereo not drawn),0.0,-3.5%,-2.4%,i,·,7.1%,13.2%,7.0,-10.9%,
CCOC(=O)N1CCN(Cc2nc3c(c(=O)n(C)c(=O)n3C)n2CCCc2ccccc2)CC1,7.0,1.1%,-1.0%,i,-0.1%,-9.2%,10.0%,5.0,-26.8%,
COCCN(C(=O)Nc1ccc(OC)cc1OC)C1CCN(C(C)C)CC1,10.0,-0.7%,6.0%,i,11.4%,1.0%,10.7%,0.0,8.3%,
COc1ccccc1-c1nnc2sc(COc3ccc(Cl)cc3Cl)nn12,9.0,7.9%,20.6%,i,·,-3.2%,6.1%,4.0,-9.1%,
COc1cccc(-c2nnc(Nc3nc4c(F)cccc4s3)o2)c1,12.0,·,20.6%,·,10.8%,·,·,4.0,·,
CCCCOc1ccc(CSc2n[nH]c(C)n2)cc1,6.0,0.3%,-10.5%,i,-0.1%,-11.0%,-11.2%,16.0,-22.1%,Spn PMK inh pilot replicates=0.5;Spn MK inh pilot replicates=1.5;Spn DPM-DC inh pilot screen %=0.0
Cc1cccc(N2CCN(C(c3cccs3)c3nnnn3C(C)(C)C)CC2)c1C (stereo not drawn),5.0,0.4%,-2.8%,i,-1.5%,-8.4%,6.9%,7.0,-2.8%,
CCCCNC(=O)c1ccccc1NC(=O)c1ccccc1N(C)S(C)(=O)=O,4.0,-9.7%,5.8%,i,5.9%,-4.8%,5.4%,8.0,5.9%,
Cc1ccc(C(C(=O)NCc2ccco2)N(CCc2ccccc2)C(=O)Cn2nnc3ccccc32)o1 (stereo not drawn),16.0,-3.6%,-1.5%,i,4.6%,-3.0%,9.5%,9.0,-10.1%,
CCn1c(SCCOc2ccc(Cl)cc2)nnc1-c1cccs1,3.0,-3.8%,0.8%,i,12.1%,4.2%,5.8%,4.0,10.2%,
CCCCC(=O)Nc1ccc2oc(-c3cccnc3)nc2c1,8.0,-9.9%,16.7%,·,·,-4.2%,-4.0%,6.0,-1.4%,
CC(=O)Nc1ccc2c(c1)n(C)c(=O)n2C,11.0,-1.5%,2.1%,i,8.2%,-4.1%,7.3%,9.0,-11.5%,
Cc1ccc(NC(=O)Cn2nc(C)c3ccccc3c2=O)cc1,0.0,-1.5%,-0.7%,i,1.4%,-8.3%,17.7%,11.0,4.1%,
O=C(Cn1nnc(-c2ccccc2Cl)n1)N1CCN(S(=O)(=O)c2ccc(Cl)cc2)CC1,6.0,40.4%,2.1%,i,·,5.2%,-2.1%,4.0,2.3%,
c1ccc(CCNc2ccc3nncn3n2)cc1,1.0,-8.2%,-0.6%,i,·,7.7%,18.0%,9.0,4.3%,Spn PMK inh pilot replicates=3.0;Spn MK inh pilot replicates=1.5;Spn DPM-DC inh pilot screen %=0.0
O=C(CN(c1cccc(C(F)(F)F)c1)S(=O)(=O)c1ccccc1)N1CCOCC1,1.0,2.7%,17.5%,i,-8.8%,-19.0%,-2.8%,9.0,-14.5%,
Brc1ccccc1-c1nnc(-c2cccnc2)o1,0.0,2.8%,-1.0%,i,1.0%,-0.8%,4.2%,0.0,-1.1%,
CC(=O)N(CCCc1ccc(C(C)(C)C)cc1)CCCN(C)C,13.0,-2.5%,-3.3%,i,·,5.2%,8.8%,13.0,-2.1%,
Cc1ccccc1Cn1ccc(NC(=O)c2cnn3c(C(F)(F)F)cc(-c4ccco4)nc23)n1,0.0,1.9%,-13.7%,i,·,42.2%,11.2%,2.0,37.2%,Spn PMK inh pilot replicates=0.0;Spn MK inh pilot replicates=0.0;Spn DPM-DC inh pilot screen %=0.5
CCOc1ccc(NC(=O)CN2CCN(CC(=O)Nc3cc(OC)cc(OC)c3)CC2)cc1,0.0,1.4%,-7.0%,i,-14.6%,6.1%,13.7%,0.0,-6.5%,
CC12CN3CC(C)(CN(C1)C3c1ccc(Br)cc1)C2 (stereo not drawn),18.0,-9.9%,-0.3%,i,-14.8%,2.8%,9.3%,11.0,-8.4%,Spn PMK inh pilot replicates=2.5;Spn MK inh pilot replicates=0.0;Spn DPM-DC inh pilot screen %=0.0
c1ccc(COn2c(-c3ccccc3)nc3c2CCc2nonc2-3)cc1,14.0,0.1%,-9.7%,i,·,·,-8.6%,8.0,·,
CC(=O)Oc1ccc(N2C(=O)C3C4C=CC(O4)C3C2=O)cc1 (stereo not drawn),12.0,-5.2%,-4.7%,i,2.7%,-18.9%,11.9%,7.0,-5.2%,
c1ccc2c(c1)CCCC2NC1=NCCC1 (stereo not drawn),8.0,0.1%,-1.3%,i,3.8%,-4.2%,8.4%,1.0,5.9%,
Cc1noc(COc2ccccc2OCC(O)CNC(C)(C)C)n1 (stereo not drawn),0.0,-10.2%,26.5%,i,10.7%,7.6%,18.5%,8.0,-6.0%,Spn PMK inh pilot replicates=0.0;Spn MK inh pilot replicates=0.0;Spn DPM-DC inh pilot screen %=0.0
CCn1cc(C2=NOC(C(=O)O)C2)c(C)n1 (stereo not drawn),6.0,-4.3%,-3.4%,i,4.6%,1.1%,4.9%,2.0,-2.3%,
O=S(=O)(NCCc1cn2ccccc2n1)c1ccc(F)c(C(F)(F)F)c1,1.0,0.4%,14.4%,i,5.7%,4.9%,-0.5%,6.0,5.0%,
CC1(C)Cc2c(c(-c3ccco3)nc3n[nH]c(N)c23)CO1,1.0,1.7%,-0.8%,i,5.3%,-17.3%,3.4%,8.0,-15.3%,
COc1ccc(C(=O)Nc2ccccc2C(=O)NCc2ccco2)cc1OC,12.0,-0.3%,-0.8%,i,-8.6%,7.3%,5.2%,0.0,0.0%,
COc1ccc(-c2onc3ccc(Cl)cc23)cc1OC,3.0,-6.3%,-6.2%,i,4.0%,4.4%,14.1%,5.0,1.3%,
COc1cc(-c2noc(-c3ccccc3C(=O)NCc3ccco3)n2)cc(OC)c1OC,0.0,8.1%,2.3%,i,11.8%,0.0%,10.9%,3.0,-0.4%,Spn PMK inh pilot replicates=0.0;Spn MK inh pilot replicates=0.0;Spn DPM-DC inh pilot screen %=1.5
CCCc1cc(=O)oc2cc3oc(C)c(C)c3cc12,6.0,-6.7%,4.4%,i,·,7.5%,3.7%,0.0,5.2%,
O=C(CCc1nc2ccccc2c(=O)[nH]1)NC1CCN(Cc2ccccc2)CC1,19.0,2.9%,-4.1%,i,14.5%,3.2%,4.2%,1.0,-0.1%,
CCOC(=O)c1c(NC(=O)c2cc(C3CC3)on2)sc(C(C)=O)c1C,0.0,-6.9%,-4.0%,i,9.3%,0.6%,8.3%,0.0,-12.4%,
CCOc1ccc(NC(=O)C/C(N)=N/O)cc1,0.0,-6.9%,-0.8%,i,6.9%,-3.5%,10.3%,6.0,-4.3%,
CCOC(=O)C1CCCN(C(=O)CN(c2ccc(OC)cc2)S(=O)(=O)c2c(C)noc2C)C1 (stereo not drawn),10.0,1.9%,-12.4%,i,-2.0%,-2.4%,5.6%,6.0,3.7%,
CCc1ccccc1N(CC(=O)N1CCN(c2ccccc2F)CC1)S(C)(=O)=O,0.0,1.5%,-4.9%,i,-0.5%,-9.5%,2.5%,5.0,0.2%,
Cn1c(=O)cc(OCC(=O)NCCCN2CCN(c3ccccc3F)CC2)c2ccccc21,12.0,-24.1%,19.2%,i,8.3%,-15.3%,-2.3%,2.0,-25.1%,
O=C(CSc1ncnc2nc[nH]c12)N1CCN(c2ccccc2)CC1,4.0,-10.2%,-4.4%,i,0.7%,1.0%,14.1%,4.0,-6.4%,
Cc1c(-c2ccccc2)nc(N)c(C#N)c1-c1ccco1,11.0,3.4%,1.9%,i,3.4%,-7.4%,-0.7%,10.0,-4.2%,
COc1ccc(C2CC(=O)c3cnc(N)nc3C2)c(OC)c1 (stereo not drawn),15.0,-6.1%,-7.1%,i,-3.4%,·,14.5%,10.0,·,
O=C1CC(N2CCC(c3nc4ccccc4o3)CC2)C(=O)N1c1ccc(Cl)c(C(F)(F)F)c1 (stereo not drawn),4.0,8.6%,5.8%,i,6.4%,4.6%,7.4%,7.0,2.2%,
O=C(COC(=O)c1n[nH]c2ccccc12)NC(=O)NC1CCCCC1,18.0,1.9%,1.2%,i,8.5%,-3.3%,11.4%,0.0,-1.2%,
CCOC(=O)N1CCN(S(=O)(=O)c2ccc(F)c(C(=O)Nc3cc(C)cc(C)c3)c2)CC1,14.0,-4.8%,0.6%,i,12.9%,8.2%,6.5%,0.0,-27.9%,Spn PMK inh pilot replicates=4.5;Spn MK inh pilot replicates=0.0;Spn DPM-DC inh pilot screen %=0.0
